# Screening data from PubChem.
# FBPA Giardia inh – blocks Giardia fructose-bisphosphate aldolase activity. purified Giardia FBPA. Potency, µM (titrated, usually from 59.6 µM), inactives show top-dose activity, negative = inhibition, hits mostly inhibitors. actives 0.71% (n = 290,000); further: potency means the concentration at half of the fitted maximal effect; nearly all actives have a fitted effect of over 55% in size
# Target sequence (A8B2U2 whole entry, looked up): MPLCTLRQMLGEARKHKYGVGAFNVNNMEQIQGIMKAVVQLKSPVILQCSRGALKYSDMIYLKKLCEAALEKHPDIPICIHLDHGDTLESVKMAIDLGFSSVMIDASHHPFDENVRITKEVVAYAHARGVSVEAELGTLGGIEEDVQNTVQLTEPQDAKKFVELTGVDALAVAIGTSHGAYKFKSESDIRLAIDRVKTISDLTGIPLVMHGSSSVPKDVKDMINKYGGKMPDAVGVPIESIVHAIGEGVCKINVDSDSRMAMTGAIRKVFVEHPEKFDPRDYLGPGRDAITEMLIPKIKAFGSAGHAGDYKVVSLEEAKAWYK
#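 40 nM FBPA preincubated 10 min at RT with compound (up to 57.5 uM final), then substrate plus GAPDH/TPI/NAD/arsenate coupling and diaphorase/resazurin added. Fluorescence read after 20 min at RT, 525/598 nm.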
# Sm TGR inh – inhibitors of Schistosoma mansoni thioredoxin glutathione reductase. Q962Y6. purified TGR, DTNB reduction, TNB absorbance 405 nm. Potency, µM (titrated, usually from 114 µM), for inactives: at the top dose activity change, negative = inhibition, hits mostly inhibitors. actives 3% (n = 360,000); further: potency means the concentration at half of the fitted maximal effect; nearly all actives have a fitted effect of over 60% in size
#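 First, TGR (20 nM dispensed) and NADPH were mixed with compound. Second, a 15 min room-temperature incubation followed. Third, further NADPH and then DTNB were added to start the reaction. Finally, TNB absorbance was monitored kinetically.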
# AmpC inh detg – blocks E. coli AmpC beta-lactamase in detergent assay; actives 0.041% (n = 370,000); AmpC hydrolysis of nitrocefin, absorbance 480 nm, 0.01% Triton; Potency, µM (titrated, usually from 114 µM), for the others: at the top dose activity change, negative = inhibition, hits mostly inhibitors; P00811; AID 485294;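 further: potency means the concentration at half of the fitted maximal effect; 0% = no-compound wells and -100% = no-enzyme wells; nearly all actives have a fitted effect of over 25% in size; some results filed as inactive show a strong effect at the top dose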
# Target sequence (P00811 whole entry, looked up): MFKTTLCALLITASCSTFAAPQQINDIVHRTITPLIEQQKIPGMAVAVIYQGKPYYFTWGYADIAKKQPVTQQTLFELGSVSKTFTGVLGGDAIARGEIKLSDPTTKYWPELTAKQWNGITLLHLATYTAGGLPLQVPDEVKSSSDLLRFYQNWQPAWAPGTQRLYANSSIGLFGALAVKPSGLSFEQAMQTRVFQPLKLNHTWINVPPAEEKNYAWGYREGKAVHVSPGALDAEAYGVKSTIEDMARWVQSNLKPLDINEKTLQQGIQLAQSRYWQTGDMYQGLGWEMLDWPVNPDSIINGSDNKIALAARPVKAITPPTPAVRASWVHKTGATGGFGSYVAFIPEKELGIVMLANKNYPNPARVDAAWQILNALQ
#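 AmpC (5.3 nM in the dispensed reagent) in 20 mM phosphate pH 7.0 with 0.01% (detergent screen) or 0.0001% Triton X-100 was preincubated with compounds for 15 min at room temperature. Nitrocefin was then added from an 800 uM solution, and hydrolysis was followed at 480 nm.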
# AmpC no deterg – AmpC beta-lactamase inhibition without detergent. AID 485341. P00811. AmpC nitrocefin hydrolysis, absorbance 480 nm, 0.0001% Triton. actives 0.52% (n = 330,000). Potency, µM (top dose mostly 57.1 µM), without a hit: top-dose activity change, negative = inhibition, actives largely listed as inhibitors;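 further: potency means the concentration at half of the fitted maximal effect; plate controls were no compound for no effect and no enzyme for full effect; nearly all actives have a fitted effect of over 20% in size; some results filed as inactive show a strong effect at the top dose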
#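 AmpC (5.3 nM in the dispensed reagent) in 20 mM phosphate pH 7.0 with 0.01% (detergent screen) or 0.0001% Triton X-100 was preincubated with compounds for 15 min at room temperature. Nitrocefin was then added from an 800 uM solution, and hydrolysis was followed at 480 nm.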
# HCMV inh – blocks human cytomegalovirus replication | HFF cells, HCMV-luciferase reporter, 72 h; hits give low values | activity change, negative = inhibition, % at 57.5 µM | actives 4.5% (n = 410,000) | AID 1259415; in the data active means activity change below about -60%; inconclusive means no clear call, values can overlap the other calls; inactive means above about -39%
#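 Compounds were evaluated in HFFs infected with an HCMV luciferase reporter virus (MOI 1 PFU/cell). Luciferase in lysates collected 72 h post infection served as the replication measure.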
# AMA1 RON2 block – AMA1-RON2 (P. falciparum) interaction inhibition | AlphaScreen AMA1-biotinylated RON2 peptide binding | Potency, µM (titrated, usually from 58.2 µM), without a hit: at the highest dose activity change, negative = inhibition, hits mostly inhibitors | actives 0.2% (n = 360,000) | AID 720542;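 further: potency means the concentration at half of the fitted maximal effect; 0% = vehicle wells and -100% = peptide control; nearly all actives have a fitted effect of over 45% in size; some results filed as inactive show a strong effect at the top dose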
#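 AMA1 (3D7) with his tag at 25 nM final met compounds first, then biotinylated RON2 peptide at 25 nM; detection used donor plus acceptor beads, 10 µg/mL apiece, read by AlphaScreen after 30 min at room temperature.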
# * hit, by the source's call; ? = inconclusive; · = no result given; & = joins results of further samples; [ ] = dose if it differs, or a comment. Unless noted, the call rests on the fitted dose curve; in most records, active means well fitted curve in the direction sought with a large enough effect; inconclusive means small, poorly fitted or top-dose-only effect, or another doubt; inactive means no such curve, though single readings can be large; an effect the other way counts as inactive or inconclusive. Unless noted, on the % scale 0 is the no-effect control and ±100 the full control effect.
[1] N#Cc1cc([N+](=O)[O-])ccc1Oc1cccc(/C=N/NC(=O)c2ccc(Cl)cc2)c1
[2] O=[N+]([O-])c1cc(/C=N/N2CCCCC2)ccc1Cl
[3] C#CC(C)(C)NC(=O)c1ccccc1OC
[4] CCOC(=O)c1c(C)nc(C)c(C(=O)OCC)c1-c1ccc(OC)cc1
[5] CCc1ccc(-c2cc(C)no2)cc1S(=O)(=O)NCCc1ccccc1
[6] CN1C(=O)/C(=C/c2ccc(-c3ccccc3[N+](=O)[O-])o2)SC1=Nc1ccc(Cl)c(C(=O)O)c1

screen / no.	1	2	3	4	5	6
HCMV inh	-29	-20	29	-11	-23	-23
AmpC no deterg	-43%	-34%	-22%	108%&56%[activator]	-49%	-38%
AmpC inh detg	-5%	-2%	-8%	-3%&-1%	-7%	2%
Sm TGR inh	-13%	-21%	-4%	4%&3%	1%	-28%
AMA1 RON2 block	3%	?	-11%	-3%	0%	-16%
FBPA Giardia inh	-23%	-3%	1%	20%&15%	4%	?

# The closing 2 records of the section above are carried over, then new ones follow:
[5] CCc1ccc(-c2cc(C)no2)cc1S(=O)(=O)NCCc1ccccc1
[6] CN1C(=O)/C(=C/c2ccc(-c3ccccc3[N+](=O)[O-])o2)SC1=Nc1ccc(Cl)c(C(=O)O)c1
[7] Cc1[nH]c(=S)[nH]c(=O)c1CCC1OCCO1
[8] O=C(Cn1cnc2onc(-c3ccc(F)cc3)c2c1=O)Nc1ccc(F)c(Cl)c1
[9] O=C(O)c1nnn(-c2ccc(F)cc2F)c1-c1ccccc1
[10] Cc1c(NC(=O)c2cc(C3CC3)on2)c(=O)n(-c2ccccc2)n1C
[11] COc1ccc(N2CCC(CNC(=S)Nc3cc(C)cc(C)c3)C2)cc1 (stereo unspecified)
[12] O=C(Nc1ccc2c(c1)nc1n2CCN(C2CCCCC2)C1)c1ccco1

screen / no.	5	6	7	8	9	10	11	12
HCMV inh	-23	-23	25	?	?	45	-27	?
AmpC no deterg	-49%	-38%	-9%	·	-36%	-11%	-38%	13%
AmpC inh detg	-7%	2%	2%	-8%	-15%	?	3%	1%
Sm TGR inh	1%	-28%	7%	-3%	-2%	-1%	0%	?
AMA1 RON2 block	0%	-16%	83%[activator]	·	2%	0%	6.3µM*	52%[activator]
FBPA Giardia inh	4%	?	7.1µM*	·	-20%	-2%	10%	-30%

# Structural class, the compounds so far with sulfur (4)
[5] CCc1ccc(-c2cc(C)no2)cc1S(=O)(=O)NCCc1ccccc1
[6] CN1C(=O)/C(=C/c2ccc(-c3ccccc3[N+](=O)[O-])o2)SC1=Nc1ccc(Cl)c(C(=O)O)c1
[7] Cc1[nH]c(=S)[nH]c(=O)c1CCC1OCCO1
[11] COc1ccc(N2CCC(CNC(=S)Nc3cc(C)cc(C)c3)C2)cc1 (stereo unspecified)

screen / no.	5	6	7	11
HCMV inh	-23	-23	25	-27
AmpC no deterg	-49%	-38%	-9%	-38%
AmpC inh detg	-7%	2%	2%	3%
Sm TGR inh	1%	-28%	7%	0%
AMA1 RON2 block	0%	-16%	83%[activator]	6.3µM*
FBPA Giardia inh	4%	?	7.1µM*	10%

# (more compounds)
[13] Cn1nc(C(F)(F)F)c(-c2ccc(F)cc2)c1NC(=O)c1ccco1
[14] CCOC(=O)c1ccc(N2CSC3=C(C#N)C(c4ccc(OC)cc4OC)CC(=O)N3C2)cc1 (stereo unspecified)
[15] Cc1c(Br)c([N+](=O)[O-])nn1CCCC(=O)Nc1sc2c(c1C(N)=O)CCC(C)C2 (stereo unspecified)
[16] CCOC(=O)Cn1cc(C=C2C(=O)N(C)C(=O)N(C)C2=O)c2ccccc21
[17] O=C(/C=C/c1ccc(Cl)c([N+](=O)[O-])c1)Nc1cccc(NC(=O)c2ccco2)c1
[18] Cc1c(N/N=C(\C#N)C(=O)c2ccccc2)c(=O)n(-c2ccccc2)n1C

screen / no.	13	14	15	16	17	18
HCMV inh	-3	1	18	36	21	-79*
AmpC no deterg	27%	-32%	-36%	0%	-29%	-15%
AmpC inh detg	4%	?	-3%	-3%	0%	-13%
Sm TGR inh	2%	?	-17%	-26%	-4%	-18%
AMA1 RON2 block	-1%	8%	-4%	31%	-9%	-10%
FBPA Giardia inh	4%	?	6%	-1%	-5%	?

[19] CCN(CC)C(=O)C(=O)c1cn(CC(=O)N2CCc3ccccc3C2)c2ccccc12
[20] C=CCSc1nc(N2CCOCC2)c2c(c1C#N)CC(C)(C)N(C)C2
[21] O=C(Nc1cc(S(=O)(=O)N2CCOCC2)ccc1Cl)C(=O)c1c(-c2ccccc2)cc2ccccn12
[22] O=C(/C=C/NCc1cccnc1)c1ccc(-c2ccccc2)cc1
[23] COc1cc2[nH]c(=O)n(CCCCCC(=O)NC3CCCC3)c(=O)c2cc1OC
[24] CCCC(=O)N(CCN1CCOCC1)c1nc2c(OC)ccc(C)c2s1

screen / no.	19	20	21	22	23	24
HCMV inh	?	-25	-8	8	-34	-8
AmpC no deterg	137%[activator]	65%[activator]	0%	27%	-16%	173%[activator]
AmpC inh detg	1%	0%	2%	-12%	-18%	-2%
Sm TGR inh	45µM*	-24%	-28%	77%[activator]	-1%	19%
AMA1 RON2 block	-3%	4%	-16%	-19%	1%	-7%
FBPA Giardia inh	1%	-12%	1%	8%	10%	?

[25] CCOC(=O)C1=C(CS(=O)(=O)c2ccc(OC)c(Cl)c2)NC(=O)NC1c1cccc(OC)c1 (stereo unspecified)
[26] CCOC(=O)CC(NS(=O)(=O)c1ccc2[nH]c3c(c2c1)CCCC3)c1ccccc1Cl (stereo unspecified)
[27] Cc1cccc(-n2ncc3c(=O)[nH]c(SCC(=O)NCCC4=CCCCC4)nc32)c1
[28] Cn1c(SCC(=O)Nc2cccc(F)c2)nc2c(c1=O)SCC2
[29] COCCSc1ccccc1C(=O)Nc1ccccc1C#N
[30] CCn1c(N2CCN(S(=O)(=O)c3ccccc3)CC2)nc2ccccc21

screen / no.	25	26	27	28	29	30
HCMV inh	-22	-3	-17	?	5	-25
AmpC no deterg	·	·	-22%	-15%	-13%	1%
AmpC inh detg	22%	-6%	?	-6%	-3%	6%
Sm TGR inh	0%	5%	-2%	2%	1%	17%
AMA1 RON2 block	·	·	-1%	9%	3%	-5%
FBPA Giardia inh	·	·	·	·	-1%	-4%

[31] COc1ccc(-c2cn[nH]c2-c2ccc(OCc3ccc([N+](=O)[O-])cc3)cc2O)cc1OC
[32] COc1ccc(-c2noc(CSc3nnc(CCc4ccccc4)n3-c3ccccc3)n2)cc1OC
[33] O=C(Cc1ccc(Cl)cc1)Nc1ccc2nn(-c3ccc(Cl)cc3)nc2c1
[34] O=C(NCc1c(F)cccc1F)c1cc(COc2c(F)cccc2F)on1
[35] O=C1NC[C@@H](Cc2ccc(O)cc2)N(CCc2cccc3ccccc23)C1=O
[36] CN(C)c1nc(N(C)C)nc(N2CC(CCl)OC2=N)n1 (stereo unspecified)

screen / no.	31	32	33	34	35	36
HCMV inh	-96*	-31	21	-23	8	-15
AmpC no deterg	-40%	57%	·	-28%	-39%	-4%
AmpC inh detg	-3%	-8%	2%	5%	-9%	?
Sm TGR inh	3%	-6%	3%	-8%	-10%	6%
AMA1 RON2 block	86%[activator]	-11%	·	-18%	13%	5%
FBPA Giardia inh	-4%	1%	·	-3%	-5%	2%

[37] CC(C)Cn1cnc2c1c(=O)n(CC(=O)N(C)C)c(=O)n2Cc1ccccc1
[38] Cc1ccc(NC(=O)CN(C)C(=O)CSc2nc3ccccc3c(=O)n2CCO)cc1
[39] CCC1C(c2ccccc2)N(C)C(c2ccccc2)CC1(O)c1ccccc1 (stereo unspecified)
[40] Cc1cccc(C)c1NC(=O)CCSCCc1ccccn1
[41] COC(=O)[C@@H](Cc1ccccc1)NC(=O)Cn1cnc2c(SC)nc(N)nc21
[42] O=S(=O)(Nc1cccc(F)c1)c1ccc2[nH]c3c(c2c1)CCCCC3

screen / no.	37	38	39	40	41	42
HCMV inh	6	2	?	10	1	22
AmpC no deterg	-1%	47%	-18%	·	-9%	·
AmpC inh detg	2%	-14%	-5%	3%	·	24%
Sm TGR inh	3%	4%	·	6%	·	1%
AMA1 RON2 block	-3%	-16%	-13%	·	-2%	·
FBPA Giardia inh	9%	·	-14%	·	·	·

[43] Cc1ccc(-n2cc(-c3ccccc3)c3c(N4CCOCC4)ncnc32)cc1
[44] Cc1nnc(SCC(=O)NC(=O)NC2CCCC2)n1N
[45] Cc1ccc(F)cc1CNC(=O)C1CCC(=O)N(CCCN2CCCC2=O)C1 (stereo unspecified)
[46] CN1C2CCC1CC(OC(=O)CCN1CCCC1)C2 (stereo unspecified)
[47] Cc1cc(C(=O)N2CCCC(Nc3ccc(F)cc3)C2)c(C)o1 (stereo unspecified)
[48] O=C(CS(=O)(=O)Cc1ccccc1)N1CCN(c2cccc(C(F)(F)F)c2)CC1

screen / no.	43	44	45	46	47	48
HCMV inh	34	1	27	-4	37	-13
AmpC no deterg	96%[activator]	-1%	-7%	-16%	7%	0%
AmpC inh detg	0%	-1%	3%	?	-9%	2%
Sm TGR inh	1%	0%	6%	0%	0%	-30%
AMA1 RON2 block	?	-9%	10%	0%	-1%	-6%
FBPA Giardia inh	2%	-3%	·	-15%	-1%	-2%

[49] CC(=O)N1CCN(C(=O)CCC(=O)O)CC1
[50] COc1ccc(Cl)cc1NC(=O)COc1cccc2c(=O)n(C)ccc12
[51] CSc1ccc(CCNS(=O)(=O)c2c(C)[nH]c(C)c2C(=O)N2CCCCC2)cc1
[52] C=CCn1c(SCC(=O)Nc2cccc(OC)c2)nnc1-c1cccnc1
[53] CCCC(C)NC(=O)CN1C(=O)NC2(CCc3ccccc32)C1=O (stereo unspecified)
[54] CCOc1ccc(/C=C/c2[nH]c(=O)[nH]c(=O)c2[N+](=O)[O-])cc1
[55] COc1ccccc1C(C)NCC(=O)NCC(=O)Nc1ccc(F)c(F)c1F (stereo unspecified)
[56] CCC(=O)N1CCc2cc(S(=O)(=O)CCC(=O)N3CCc4ccccc4C3)ccc21
[57] CCCCCN(C(=O)NC(=O)Nc1ccccc1C)S(C)(=O)=O

screen / no.	49	50	51	52	53	54	55	56	57
HCMV inh	-36	-17	?	14	29	12	-26	·	28
AmpC no deterg	-13%	·	15%	-6%	34%	-21%	-16%	-10%	-24%
AmpC inh detg	2%	-3%	2%	?	-3%	-10%	-13%	-2%	-20%
Sm TGR inh	-18%	2%	-8%	-8%	-4%	-17%	0%	1%	-24%
AMA1 RON2 block	-7%	·	-4%	2%	-14%	3%	34%[activator]	-10%	-7%
FBPA Giardia inh	5%	·	12%	-16%	·	2%	2%	6%	2%

# Along the list, as entered above.
# Entries 49 to 56 in FBPA Giardia inh, in turn: 5%, ·, 12%, -16%, ·, 2%, 2%, 6%
# Entries 49 to 56 in Sm TGR inh, in turn: -18%, 2%, -8%, -8%, -4%, -17%, 0%, 1%
